# Myeloid diff 2 – induction of myeloid progenitor differentiation, primary screen, cell-based, flow cytometry, MLPCN library | ER-HoxA9 myeloid progenitors, lysozyme-GFP differentiation | calls only at 10 µM | 360,000 compounds, 1% hits;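 active = normalized GFP-positive differentiation at or above the plate's own cutoff, the solvent-only control mean plus 3 SD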;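 note: cells exposed to compound for four days before flow analysis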
# PMI inhibitors – inhibitors of human PMI, primary screen, biochemical, fluorescence intensity, coupled assay (AID 1209) | Mannose-6-phosphate isomerase (Homo sapiens) | purified PMI enzyme, coupled fluorescence intensity; higher % means a stronger effect | inhibition, % at 20 µM; hits with a dose series show IC50 in µM | 190,000 compounds, 0.42% hits;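 note: plate controls were DMSO vehicle for no effect and wells lacking substrate for full effect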
# CSM14.1 death rescue – rescue of cells from ER stress-induced death, primary screen, 384-well, CSM14.1, thapsigargin, ATP luminescence (AID 1222) | CSM14.1 thapsigargin-induced death rescue, ATP luminescence; higher % means a stronger effect | one-dose cellular ATP content (survival), % at 20 µM; EC50 in µM for titrated hits | 190,000 tested, under 10 active;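 active = EC50 below 50 µM in the dose-response confirmation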;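 note: death triggered by thapsigargin at about 15 µM added after 2 h compound pretreatment; cell ATP read after overnight thapsigargin exposure of roughly 18 to 22 hours; normalized against plate controls of thapsigargin alone and 5% DMSO vehicle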
# Hep lipid drop – inhibitors of hepatocyte lipid droplet formation, primary screen, imaging, high-throughput imaging, BODIPY stain; AML12 mouse hepatocytes, oleate lipid droplets; inhibition, % at 6.5 µM; 240,000 compounds, 0.4% hits;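 active = lipid droplet intensity inhibited by at least 50%, with more than 500 cells counted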
#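 System: AML12 hepatocytes (mouse). Probe or stimulus: oleic acid at 100 µM to induce lipid droplet formation. Times: overnight treatment with compound plus oleate. Detection: Image-based BODIPY and DAPI two-channel analysis. Evaluation: percent inhibition of filter-corrected integrated lipid droplet intensity per well.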
# P. falciparum M1AAP – P. falciparum M1AAP inhibitors, biochemical, fluorogenic H-Leu-NHMec substrate, 1536-well (AID 1445); Aminopeptidase N (Plasmodium falciparum (isolate 3D7)); recombinant M1AAP, H-Leu-NHMec fluorogenic kinetic assay; higher % means a stronger effect; inhibition, % at 30 µM, or IC50 in µM where a hit was titrated; 220,000 compounds, 0.42% hits;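 active = primary inhibition above the hit cutoff, then over 50% inhibition at one or more dose response concentrations, cut at about 23% in these data, passing the limit was not always enough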;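 note: plate controls were DMSO full reaction for no effect and no enzyme background for full effect; strong numbers were not always called active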
# WT yeast gro inh – growth inhibition of WT strain, primary screen, mitochondrial fusion inhibitor project, WT and mutant strains, chemical genetic; mitochondrial fusion phenotypic screen; inhibition, % at 10 µM; 190,000 compounds, 2.1% hits; AID 1362, 2008; in the data active = inhibition above about 58%; tested in S. cerevisiae
# TNAP activators – human TNAP enzyme activators, primary screen, biochemical, luminescent, no phosphate acceptor, uHTS (AID 1001); Alkaline phosphatase, tissue-nonspecific isozyme (Homo sapiens); activation fold at 20 µM; hits with a dose series show EC50 in µM; purified TNAP, luminescent activation assay, no phosphate acceptor; higher activation fold means a stronger effect; 200,000 compounds, 0.03% hits; in the data active = activation fold from about 3, or a potency from the dose series; inactive = the rest, 99 in 100 with activation fold below about 1.6; note: many of its hits are not listed in these tables
# K1F lysis inhibition – inhibition of K1F phage lysis, E. coli UTI89, bacterial capsule biogenesis inhibitors, alamar blue (AID 488966). E. coli UTI89 K1F phage lysis, alamar blue, 2 h; higher % means a stronger effect. one-dose inhibition, % at 100 µM; IC50 in µM for titrated hits. 340,000 compounds, 0.02% hits;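 active = phage lysis inhibition, versus mean bacterial control, above a set limit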;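 note: capsule biogenesis inhibitors block K1F phage lysis so surviving cells raise fluorescence; higher fluorescence means more inhibition of phage lysis; actives were called in the ten point dose series up to 300 µM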
# human PMI inhibitors – human PMI inhibitors, high substrate, primary screen, biochemical, fluorescence intensity, high mannose 6-phosphate (AID 1220). Mannose-6-phosphate isomerase (Homo sapiens). inhibition, % at 20 µM, or IC50 in µM where a hit was titrated. recombinant PMI enzyme, coupled fluorescence intensity; higher % means a stronger effect. 190,000 compounds, 0.66% hits
# WT yeast gro inh mutant strain – further read-out of WT yeast gro inh, marked with its call; inhibition, %; mitochondrial fusion phenotypic screen, mutant strain inhibition
# Hep lipid drop cells 6.5 µM – recorded beside Hep lipid drop, whose call it bears; cell count; measured here: cell count, cytotoxicity flag;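 cells counted across two imaged fields per well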
# Myeloid diff 2 GFP+ MAC1+ % – second read-out of Myeloid diff 2, no call of its own (marks repeat the call); GFP+ MAC1+ double positive, %; measured here: differentiation confirmed by MAC1 staining
# The depositor's hits bear a star; i = inactive; / = no result given; [ ] = remark or other dose. Cut-off read from the data, not from the text of the source, unless noted: active = inhibition above about 50%; inactive = the rest. Not a hit list, and some 4.6% of all compounds hit somewhere here.
SMILES	Myeloid diff 2	Myeloid diff 2 GFP+ MAC1+ %	PMI inhibitors	CSM14.1 death rescue	Hep lipid drop	Hep lipid drop cells 6.5 µM	P. falciparum M1AAP	WT yeast gro inh	WT yeast gro inh mutant strain	TNAP activators	K1F lysis inhibition	human PMI inhibitors
O=C(O)c1cccc(N2C(=O)C3C4C=CC(C4=C(c4ccccc4)c4ccccc4)C3C2=O)c1 (stereo unspecified)	i	0.2	11%	0.2%	-13	526	0%	15	13	1.1	/	15%
CC(=O)Oc1ccc(-c2csc(Nc3cccnc3)n2)cc1	i	2.5	3%	-1.4%	/	/	9%	-10	-13	1.1	-0.2%	14%
O=C(CSCc1c(Cl)cccc1Cl)Nc1ccc2c(c1)OCO2	i	0.7	4%	1.9%	/	/	-2%	-18	-6	0.9	3.9%	1%
CCOc1ccc(S(=O)(=O)N2CCN(c3ccccc3)CC2)c2cccnc12	i	0.2	7%	6.4%	/	/	5%	10	9	1	-0.8%	39%
CNC(=O)/C(C#N)=C\c1cc(C)n(-c2ccc(N3CCOCC3)cc2)c1C	i	0.2	2%	1.6%	5	708	3%	-3	6	1	1.3%	8%
CCOc1ccc(NC(=O)COC(=O)Cn2cnnn2)cc1OCC	i	1.0	5%	-0.3%	-2	671	14%	-13	0	1	2.8%	0%
COc1cc(/C=C2\SC(=N)N(c3ccc4c(c3)OCO4)C2=O)cc(OC)c1O	i	0.2	5%	-1.1%	-17	708	5%	8	-21	0.9	-0.3%	15%
Cc1ccc(C(C)C)c(OCC(=O)N/N=C/c2cccn2C)c1	i	0.6	/	/	-10	751	2%	/	/	/	0.8%	/
O=C(Nc1ccccc1)C1=C[C@@H](c2ccc(C(F)(F)F)cc2)C[C@@H](OCc2ccc(CO)cc2)O1	i	0.2	23%	-1.1%	-1	737	-1%	63*	14*	1	-0.6%	18%
CCn1cc(Br)c(C(=O)Nc2ccc(Cl)c(Cl)c2)n1	i	1.2	5%	0.3%	-2	686	6%	11	-3	1.1	-0.1%	11%
COc1ccc(/C=C/C(=O)NC(=S)Nc2ccc(S(=O)(=O)Nc3ccc(OC)nn3)cc2)cc1	i	1.5	18%	-1.7%	1	652	14%	-5	-13	0.9	0.7%[50 µM]	17%
CC(=O)N1CCC(=NNS(=O)(=O)c2cccc([N+](=O)[O-])c2)CC1	i	1.3	-37%	1.2%	-4	814	8%	4	5	1.1	0.2%	-71%
Cc1cc(N2CCN(C)CC2)nc2ccc(NC(=S)N3CCC4(CC3)OCCO4)cc12	i	0.4	0%	-1.1%	4	704	4%	8	12	1.1	-0.2%	21%
O=C(CCC(=O)OCC(=O)c1ccc(-c2ccccc2)cc1)Nc1cccc(Cl)c1	i	0.7	-2%	-2.3%	/	/	1%	-12	4	1.1	0.3%	-3%
CCCCC(=O)NC(=S)Nc1cccc(NC(=O)CC)c1	i	0.7	6%	0.9%	/	/	11%	-3	5	1.1	-0.3%	-9%

# Reformatted with two lines to a compound: entries from further up.
# The line under a structure holds: Myeloid diff 2 | Myeloid diff 2 GFP+ MAC1+ % | PMI inhibitors | CSM14.1 death rescue | Hep lipid drop | Hep lipid drop cells 6.5 µM | P. falciparum M1AAP | WT yeast gro inh | WT yeast gro inh mutant strain | TNAP activators | K1F lysis inhibition | human PMI inhibitors
CCOc1ccc(NC(=O)COC(=O)Cn2cnnn2)cc1OCC
  i | 1.0 | 5% | -0.3% | -2 | 671 | 14% | -13 | 0 | 1 | 2.8% | 0%
COc1cc(/C=C2\SC(=N)N(c3ccc4c(c3)OCO4)C2=O)cc(OC)c1O
  i | 0.2 | 5% | -1.1% | -17 | 708 | 5% | 8 | -21 | 0.9 | -0.3% | 15%
Cc1ccc(C(C)C)c(OCC(=O)N/N=C/c2cccn2C)c1
  i | 0.6 | / | / | -10 | 751 | 2% | / | / | / | 0.8% | /
O=C(Nc1ccccc1)C1=C[C@@H](c2ccc(C(F)(F)F)cc2)C[C@@H](OCc2ccc(CO)cc2)O1
  i | 0.2 | 23% | -1.1% | -1 | 737 | -1% | 63* | 14* | 1 | -0.6% | 18%
CCn1cc(Br)c(C(=O)Nc2ccc(Cl)c(Cl)c2)n1
  i | 1.2 | 5% | 0.3% | -2 | 686 | 6% | 11 | -3 | 1.1 | -0.1% | 11%
COc1ccc(/C=C/C(=O)NC(=S)Nc2ccc(S(=O)(=O)Nc3ccc(OC)nn3)cc2)cc1
  i | 1.5 | 18% | -1.7% | 1 | 652 | 14% | -5 | -13 | 0.9 | 0.7%[50 µM] | 17%
CC(=O)N1CCC(=NNS(=O)(=O)c2cccc([N+](=O)[O-])c2)CC1
  i | 1.3 | -37% | 1.2% | -4 | 814 | 8% | 4 | 5 | 1.1 | 0.2% | -71%
Cc1cc(N2CCN(C)CC2)nc2ccc(NC(=S)N3CCC4(CC3)OCCO4)cc12
  i | 0.4 | 0% | -1.1% | 4 | 704 | 4% | 8 | 12 | 1.1 | -0.2% | 21%
O=C(CCC(=O)OCC(=O)c1ccc(-c2ccccc2)cc1)Nc1cccc(Cl)c1
  i | 0.7 | -2% | -2.3% | / | / | 1% | -12 | 4 | 1.1 | 0.3% | -3%
CCCCC(=O)NC(=S)Nc1cccc(NC(=O)CC)c1
  i | 0.7 | 6% | 0.9% | / | / | 11% | -3 | 5 | 1.1 | -0.3% | -9%

# (continued)
SMILES	Myeloid diff 2	Myeloid diff 2 GFP+ MAC1+ %	PMI inhibitors	CSM14.1 death rescue	Hep lipid drop	Hep lipid drop cells 6.5 µM	P. falciparum M1AAP	WT yeast gro inh	WT yeast gro inh mutant strain	TNAP activators	K1F lysis inhibition	human PMI inhibitors
O=C(Nc1ccccc1C(=O)N1CCOCC1)C1COc2ccccc2O1 (stereo unspecified)	i	1.1	5%	-3.2%	2	773	10%	7	-14	1.1	4.1%	-2%
COC(=O)C(C(=O)OC)C(C(=O)OC)C(C(=O)OC)C(=O)OC	i	0.5	4%	3.6%	0	764	0%	-11	-1	1.1	0.4%	6%
O=C1CC(Cc2ccccc2)C(=O)N1c1ccccn1 (stereo unspecified)	i	0.0	/	/	6	676	2%	/	/	/	1.4%	/
Cc1cc(NC(=O)CCC(=O)N(Cc2ccco2)C(C(=O)NC2CCCCC2)c2ccccc2)no1 (stereo unspecified)	i	0.8	-7%	0.6%	10	743	15%	-12	-7	1	-0.2%	-9%
Cc1ccc(C(=O)N2CCCC(c3ccc(Cl)cc3)=N2)cc1	/	/	7%	0.1%	15	676	-2%	35	23	1	-0.6%	5%
Cc1ccc(S(=O)(=O)N(C)C)cc1NC(=O)COC(=O)c1ccc(Cl)cc1	i	0.2	2%	-1.4%	15	694	7%	4	-14	1.1	0.3%	2%
Cc1cc(C(=O)N/N=C/c2ccc(-c3cccc(Cl)c3Cl)o2)n[nH]1	i	0.6	2%	-2.7%	5	622	2%	11	7	1.2	0.3%	0%
COc1ccc(-n2c(Cc3cc(=O)[nH]c(=O)[nH]3)nnc2SCC(=O)Nc2ccccc2)cc1	i	1.6	-3%	-0.4%	/	/	10%	14	10	1.1	0.1%	-4%
Cc1cc(C(=O)COC(=O)C23CC4CC(CC(O)(C4)C2)C3)c(C)n1-c1c(C)n(C)n(-c2ccccc2)c1=O	i	0.1	2%	1.5%	15	691	3%	-7	10	1.1	0.3%	2%
Cc1cc2n(n1)C(c1ccc3c(c1)OCO3)Nc1c(C)cccc1-2 (stereo unspecified)	i	1.5	11%	-1.4%	-18	773	6%	1	-4	1	-0.1%	6%
COCCN1Cc2cc3cc(C)ccc3nc2SC1=Nc1cccc(OC)c1	i	0.1	-6%	-1.4%	-1	745	-1%	34	13	1.1	0.0%	4%
COc1ccc2c(c1)CCc1c(C(=O)NCc3ccco3)noc1-2	i	0.4	7%	-1.3%	-8	696	2%	-12	-14	1.1	1.3%	5%
O=C(NN1C(=O)c2ccccc2NC1c1ccccc1OCc1ccccc1)c1ccncc1 (stereo unspecified)	i	1.1	-8%	1.7%	-9	700	14%	-2	3	1.1	0.1%	-7%
CCCNC(=O)C1CCN(S(=O)(=O)c2cccc3nonc23)CC1	i	0.3	3%	-7.0%	17	741	0%	1	-7	1	0.2%	10%
CCc1nc(SCC(=O)O)c(C#N)c2c1CCCC2	i	0.2	8%	1.3%	-12	738	3%	11	11	1	0.1%	8%
COc1ccc(N2CCC(CNC(=S)Nc3c(C)cc(C)cc3C)C2)cc1 (stereo unspecified)	i	0.4	/	/	-5	654	2%	/	/	/	-0.1%	/
CCOc1ccc(-c2cc(N)n(S(=O)(=O)c3ccc(OC)cc3)n2)cc1	i	3.9	10%	-0.7%	/	/	-18%	-14	2	1.2	i	17%
COC(=O)CCC(=O)COc1ccccc1C#N	i	4.8	4%	-2.8%	/	/	2%	9	25	1.1	-0.1%	6%
CCOC(=O)n1c(=O)n(Cc2ccccc2)c2ccccc21	i	0.6	10%	-1.8%	11	647	1%	-12	7	1.1	0.2%	17%
CC/C(=C/c1sc2ccccc2[n+]1CC)SC	i	0.8	-72%	-1.4%	-27	631	8%	20	7	1.2	3.8%	-102%
COc1ccc(S(=O)(=O)Nc2ccc3c(c2)CCC3)cc1	i	0.1	-13%	-1.4%	14	701	5%	22	-4	1.2	-0.2%	1%
Cc1[nH]c(=O)[nH]c(=O)c1CSc1nnc(CCCCCNC(=O)OC(C)(C)C)o1	i	0.6	-1%	0.2%	/	/	10%	-8	-4	1.1	0.6%	0%
O=C(C(NS(=O)(=O)c1cccs1)c1ccccc1)N1CCN(c2ccccc2F)CC1 (stereo unspecified)	i	3.5	7%	-1.6%	-43	719	0%	10	-14	1	4.7%	2%
CSc1ccccc1C(=O)Nc1cccc([N+](=O)[O-])c1	i	0.3	-4%	-1.2%	-2	679	5%	7	0	1.1	0.3%	0%
Cc1ccc(S(=O)(=O)NCCCCCC(=O)Nc2cccc(C)c2)cc1	i	0.4	0%	4.3%	-13	666	3%	-1	11	1.1	1.9%	2%
CCOC(=O)c1ccc(NC(=S)N2CCCC(C(=O)OCC)C2)cc1 (stereo unspecified)	i	0.0	-5%	1.0%	-8	712	-3%	4	11	1	1.0%	1%

# Source: PubChem BioAssay (several laboratories)
